Screening data from PubChem.
Luciferase inh = qHTS Assay for Inhibitors of Firefly Luciferase; Luciferin 4-monooxygenase (Photinus pyralis), P08659; purified firefly luciferase, luminescence, 8 min; Potency, µM (titrated, usually from 57.1 µM), inactives show at the top dose activity change, negative = inhibition, most hits filed as inhibitors; 72,000 tested, 2.2% active; further: potency means the concentration at half of the fitted maximal effect; on the % scale 0 is the no-effect control and ±100 the full control effect; nearly all actives have a fitted effect of over 40% in size
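Luminescence read-out after 8 min at room temperature; enzyme reaction used luciferin plus 10 uM ATP (linear range) in imidazole buffer pH 7.2 with KCl, MgCl2, Tween 20 and BSA. Each sample was run as a titration.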
Casp1 inh = qHTS Assay for Allosteric/Competitive Inhibitors of Caspase-1 | Caspase-1 enzyme, Ac-WEHD-AFC fluorogenic rate | Potency, µM (doses to about 57.5 µM), for inactives: top-dose activity change, negative = inhibition, hits mostly inhibitors | 75,000 tested, 0.03% active;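 further: potency means the concentration at half of the fitted maximal effect; plate controls were vehicle for no effect and no substrate for full effect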
A350 fluor = qHTS Assay for Spectroscopic Profiling in A350 Spectral Region; Compound autofluorescence, 340/450 nm, Alexa 350 dye-equivalents; hits give high values; max dye-equivalent concentration, M; 59,000 tested, 11% active; AID 590, 2007; in the data active means max dye-equivalent concentration above about 10 nM; inconclusive means mostly about 1.1 nM to 9.6 nM
HEK293 cAMP cs = qHTS Assay for Agonists of the Thyroid Stimulating Hormone Receptor: Activators of Intracellular cAMP Concentrations in Parental HEK 293; parental HEK293 CNG cAMP sensor, membrane potential fluorescence; 73,000 tested, 2.5% active; Potency, µM (titrated, usually from 57.1 µM), inactives show top-dose activation, usual class: activators; further: potency means the concentration at half of the fitted maximal effect; % of control where 0% means no effect; nearly all actives have a fitted effect of over 55% in size
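Counterscreen for endogenous-receptor signalling: CNG-channel HEK 293 cells report cAMP rise by membrane depolarization. After 60 min dye equilibration with 100 uM RO 20-1724, compounds incubated 30 min before bottom-read fluorescence at 590 nm.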
Tau fil binding = qHTS Assay for Tau Filament Binding; Microtubule-associated protein tau (Homo sapiens), P10636; recombinant tau filaments, thioflavin S fluorescence, 15 h; filaments grown with octadecylsulfate alongside compound; Potency, µM (highest dose often 57.1 µM), for inactives: at the top dose activity change, negative = inhibition; 71,000 tested, 2% active; AID 596, 2007;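 further: potency means the concentration at half of the fitted maximal effect; on the % scale 0 is the no-effect control and ±100 the full control effect; actives lower thioflavin S fluorescence by blocking filaments or displacing dye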
Target sequence (P10636 whole entry, looked up): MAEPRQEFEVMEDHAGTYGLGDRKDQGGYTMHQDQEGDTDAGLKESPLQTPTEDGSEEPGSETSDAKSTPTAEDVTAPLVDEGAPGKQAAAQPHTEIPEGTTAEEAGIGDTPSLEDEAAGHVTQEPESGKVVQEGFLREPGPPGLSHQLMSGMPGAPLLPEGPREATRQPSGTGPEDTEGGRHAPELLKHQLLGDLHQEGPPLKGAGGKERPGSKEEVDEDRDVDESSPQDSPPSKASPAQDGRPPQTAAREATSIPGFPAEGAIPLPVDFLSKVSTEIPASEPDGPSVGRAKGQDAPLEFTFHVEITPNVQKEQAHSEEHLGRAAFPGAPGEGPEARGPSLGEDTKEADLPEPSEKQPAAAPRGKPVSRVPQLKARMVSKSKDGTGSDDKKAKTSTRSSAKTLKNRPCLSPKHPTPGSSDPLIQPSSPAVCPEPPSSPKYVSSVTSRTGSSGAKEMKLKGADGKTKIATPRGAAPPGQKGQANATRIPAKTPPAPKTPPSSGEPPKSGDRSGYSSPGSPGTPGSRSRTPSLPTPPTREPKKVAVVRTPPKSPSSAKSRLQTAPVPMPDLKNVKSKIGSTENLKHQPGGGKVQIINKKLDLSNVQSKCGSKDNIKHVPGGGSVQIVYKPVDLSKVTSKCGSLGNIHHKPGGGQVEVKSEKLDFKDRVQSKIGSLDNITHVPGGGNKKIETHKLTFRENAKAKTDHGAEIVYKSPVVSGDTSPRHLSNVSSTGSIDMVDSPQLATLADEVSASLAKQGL
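ThS-based fibril read: tau 1 uM final, inducer ODS 30 uM final, 37 C for 15 h, ex 450/em 510 nm.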
Casp7 inh = qHTS Assay for Allosteric/Competitive Inhibitors of Caspase-7 | P55210 | recombinant caspase-7, Ac-DEVD-AFC fluorescence rate | Potency, µM (titrated, usually from 57.5 µM), inactives show at the highest dose activity change, negative = inhibition, most hits filed as inhibitors | 75,000 tested, 0.02% active | AID 889, 2007; active means well fitted inhibition curve with a large enough effect in the main read-out, with a control signal flat, not every such curve was filed as active; inconclusive means small, poorly fitted or top-dose-only effect, or a change in a side signal; further: potency means the concentration at half of the fitted maximal effect; % of control where 0% means no effect
Target sequence (P55210 24-198 limits assumed): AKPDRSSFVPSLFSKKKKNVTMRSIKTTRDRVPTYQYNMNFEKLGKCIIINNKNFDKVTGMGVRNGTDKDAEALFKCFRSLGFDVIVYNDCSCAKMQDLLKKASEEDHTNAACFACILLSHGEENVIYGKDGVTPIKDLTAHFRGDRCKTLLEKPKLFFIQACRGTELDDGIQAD
Target sequence (P55210 207-303 limits assumed): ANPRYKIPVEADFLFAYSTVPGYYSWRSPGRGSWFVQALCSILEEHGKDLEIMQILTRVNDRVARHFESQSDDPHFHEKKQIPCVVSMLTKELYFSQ
USP2a inh = qHTS Assay for Inhibitors of Ubiquitin-specific Protease USP2a; USP2a enzymatic assay, qHTS inhibition; Potency, µM (series often up to 38.3 µM), inactives show at the top dose activity change, negative = inhibition, usual class: inhibitors; 60,000 tested, 0.1% active;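 further: potency means the concentration at half of the fitted maximal effect; nearly all actives have a fitted effect of over 60% in size; plate controls were DMSO for no effect and NEM full inhibition control for full effect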
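Coupled readout: USP2-cleaved Ub-PLA2 (20nM final) turns over NBD C6-HPC (20uM final), Ex 460nm/Em 535nm after 2.5 h, time-zero read flagging artifacts. Enzyme (20nM final, pH 8.0 Tris) given 30 min RT with compound first; NEM defines full inhibition.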
CRE-bla Fsk = Cell signaling CRE-BLA (Fsk stim); CHO CRE-bla reporter (cAMP response element driving beta-lactamase), forskolin EC10, beta-lactamase ratio; Potency, µM (series often up to 38.2 µM), inactives show at the top dose activity change, negative = inhibition, most hits filed as activators; 71,000 tested, 2.5% active; AID 662, 2007; active means well fitted activation curve with a large enough effect in the signal ratio, with a control signal flat, not every such curve was filed as active; inconclusive means small, poorly fitted or top-dose-only effect, or effect the other way, or a change in a side signal; the % refers to the signal ratio; further: potency means the concentration at half of the fitted maximal effect; % of control where 0% means no effect
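CRE-bla CHO reporter cells treated with compound titration plus EC10 NKH 477 (water-soluble forskolin), incubated 3 h at 37 °C; CCF4 loading 2 h at room temperature, 460/530 nm emission ratio read, AC50 values derived for positive or negative modulators.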
ERK AVP block = qHTS Assay for Inhibitors of the ERK Signaling Pathway using a Homogeneous Screening Assay | HEK293-V1b, vasopressin-stimulated pERK AlphaScreen | Potency, µM (doses to about 57.5 µM), for the others: at the top dose activity, negative = inhibition, most hits filed as inhibitors | 72,000 tested, 0.99% active; further: potency means the concentration at half of the fitted maximal effect; on the % scale 0 is the no-effect control and ±100 the full control effect; nearly all actives have a fitted effect of over 55% in size
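qHTS, compounds titrated on V1b-expressing HEK293 cells. Preincubation 30 min at 37C, vasopressin 25 nM for 5 min, lysis 10 min, bead incubation 5 hr at room temperature.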
BRCT inh red = qHTS Assay for Inhibitors of BRCT-Phosphoprotein Interaction (Red Fluorophore); BRCT-phosphopeptide binding, red fluorescence polarization; Potency, µM (highest dose often 76.9 µM), for the others: at the highest dose activity change, negative = inhibition, hits mostly inhibitors; 75,000 tested, 0.03% active; Breast cancer type 1 susceptibility protein (Homo sapiens), P38398; further: on the % scale 0 is the no-effect control and ±100 the full control effect
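Rhodamine-labelled pBACH1 10-mer (100 nM) bound to BRCT domain (100 nM) at pH 7.3; compounds incubated 12 min room temperature, polarization read. Free peptide defines full inhibition; unlabelled decapeptide titrated as control.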
BRCT inh green = qHTS Assay for Inhibitors of BRCT-Phosphoprotein Interaction (Green Fluorophore); Breast cancer type 1 susceptibility protein (Homo sapiens), P38398; BRCA1 BRCT-phosphopeptide binding, green fluorescence polarization; Potency, µM (titrated, usually from 76.9 µM), inactives show top-dose activity change, negative = inhibition, actives largely listed as inhibitors; 75,000 tested, 0.05% active;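 further: potency means the concentration at half of the fitted maximal effect; plate controls were peptide without protein for full effect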
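Compounds were incubated for 12 min at room temperature with a complex of 100 nM fluorescein-tagged pBACH1 decapeptide and 250 nM His-tagged BRCT protein. Buffer was phosphate pH 7.3 with EDTA, DTT and Tween 20. Disruption of binding lowers the polarization signal.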
Starred values were filed as active, the others as inactive; i = inactive; u = inconclusive; x = not tested or not shown; [ ] = dose if it differs, or a comment. Unless noted, the call rests on the fitted dose curve; in most records, active means well fitted curve in the direction sought with a large enough effect; inconclusive means small, poorly fitted or top-dose-only effect, or another doubt; inactive means no such curve, though single readings can be large; an effect the other way counts as inactive or inconclusive.

No. | Compound | A350 fluor | USP2a inh | ERK AVP block | Casp7 inh | Luciferase inh | CRE-bla Fsk | Casp1 inh | Tau fil binding | BRCT inh green | BRCT inh red | HEK293 cAMP cs
1 | C=CCn1c(-c2ccoc2)n[nH]c1=S | i | -4% | 19% | 2% | 1% | 1% | 3% | -2% | -1.6% | 0.2% | 3%
2 | COc1ccc(NC(=O)c2ccc3c(c2)OCO3)cc1Cl | i | -1% | 36% | 0% | 3.2µM* | u | -1% | 26% | -4.4% | -2.6% | 16%
3 | Cc1ccc(N=Cc2cccc(O)c2O)c(C)c1 | x | x | x | -12% | x | x | -6% | x | -2.4% | -0.4% | -25%
4 | O=C(NCc1cccc(C(F)(F)F)c1)C1CCCN(c2ncccn2)C1 (stereo unspecified) | i | 0% | -17% | 1% | -2% | 4% | 0% | 8% | -2.3% | 0.5% | 13%
5 | Cc1ccc(C)c(N2CCN(S(=O)(=O)c3ccc4c(c3)CCC(=O)N4)CC2)c1 | i | 44%[activator] | 16% | -7% | 5% | u | -8% | 11% | 2.0% | 0.9% | u
6 | N#CCCn1c(=O)c(-c2cc(F)cc(F)c2)nc2cnc(Nc3ccccc3)nc21 | i | 69%[activator] | -17% | -11% | 2%[11.4 µM] | u | -7% | -4% | -2.2% | 1.2% | u
7 | CC(C)(C)C(=O)COC(=O)c1cccc(NC(=O)c2ccco2)c1 | i | 28% | 9% | -2% | -4% | 15% | 0% | 159% | -4.8% | 1.1% | -6%
8 | CCOc1ccc2[nH]c(=O)c(CN(CCO)C(=O)CC)cc2c1 | 9.5e-07M* | -5% | 1% | x | 3% | 9% | 2% | -10% | 1.0% | -0.6% | 2%
9 | CCCC(=O)Nc1ccc(N2CCN(C(=O)c3ccccc3C)CC2)cc1 | i | 11% | -24% | 0% | 0% | -19% | 1% | -16% | 2.1% | 0.4% | -3%
10 | O=C(CN1C(=O)COc2ccccc21)Nc1ccc2c(c1)OCCO2 | i | 5% | -12% | 1% | -1% | -6% | 0% | 5% | -0.4% | -0.4% | 5%
11 | COc1ccc(S(=O)(=O)N2CCC(C(=O)Nc3ccc(OC)c(OC)c3)CC2)cc1C | i | 3% | -5% | 0% | -1% | -10% | -1% | -1% | -0.8% | 0.9% | -2%
12 | Cc1nnc(SCc2ccccc2)n1N | i | -8% | 1% | 3% | 3% | -2% | 0% | -2% | -0.3% | 0.6% | 11%
13 | O=C(c1ccco1)N1CCC2(CCCN(c3ccccc3)C2)CC1 | i | 142%[activator] | -1% | -7% | 0%[11.4 µM] | 5% | -4% | 5% | 2.9% | -1.5% | -4%
14 | Cc1ccc(N2CC(C(=O)NCCc3ccc(S(N)(=O)=O)cc3)CC2=O)cc1 (stereo unspecified) | i | 10% | -7% | -1% | 2% | -3% | -1% | 1% | 0.6% | 0.6% | 2%
15 | O=C1[C@@H]2C(Cc3ccc(O)cc3)NC3(C(=O)Nc4ccc(F)cc43)[C@@H]2C(=O)N1c1ccccc1 (stereo partly specified) | i | 23% | -17% | -2% | 1% | u | -3% | -18% | -2.5% | -0.4% | -5%
16 | O=C(O)c1cccc(SSc2cccc(C(=O)O)c2)c1 | i | x | 4%[11.5 µM] | -1%[11.5 µM] | 2%[11.4 µM] | 8%[7.6 µM] | -1%[11.5 µM] | 5%[11.4 µM] | -1.2%[15.4 µM] | -0.3%[15.4 µM] | 10%[11.4 µM]
17 | O=C1Nc2cc(C(=O)N3CCN(Cc4ccccc4)CC3)ccc2SC1N1CCOCC1 (stereo unspecified) | i | 17% | 12% | 5% | -1% | -1% | 2% | 5% | -0.7% | 0.0% | u
18 | NC(=O)C[C@@H]1N[C@]2(C(=O)Nc3ccccc32)[C@@H]2C(=O)N(C3CCCCC3)C(=O)[C@H]12 | i | 3% | -8% | -3% | 1% | u | -1% | -4% | -5.1% | -3.7% | 9%
19 | O=C(CSc1nn(-c2ccccc2)c(=S)s1)Nn1cnnc1 | i | -1% | -10% | 1% | 1% | 0% | -4% | -4% | -3.5% | -0.7% | -5%
20 | Cc1csc(NC(=O)c2cccs2)n1 | i | -1% | -28% | -2% | -16% | -22% | 2% | 33% | -2.0% | -1.7% | 4%
21 | COCCCNC(=O)Cn1ncc2ccsc2c1=O | x | x | -5% | -3% | 0% | 5% | 1% | -17% | -2.3% | 0.1% | 2%
22 | Cc1ccc(NC(=O)CCn2nc(C)cc2C)c(C)c1 | i | 1% | -4% | -2% | 2% | -7% | 1% | -8% | -5.1% | 1.1% | 3%
23 | CCOC(=O)c1cc(=O)n2[nH]c(-c3ccc(C)cc3)cc2n1 | 2.6e-07M* | -4% | -11% | -20% | -2% | 5% | u | -2% | -5.3% | -0.9% | -33%[inhibitor]
24 | Cc1ccc2c(c1)nnn2C1CCN(S(=O)(=O)c2ccc(C(=O)NC3CCCC3)cc2)CC1 | i | 209%[activator] | -7% | -2% | -1% | 3% | -3% | 4% | -1.0% | -0.2% | u
25 | CCOC(=O)c1nc(-c2ccc3c(c2)OCO3)[nH]c1C | x | x | x | 0% | 16µM* | u | 1% | -1% | -2.6% | 1.3% | 20%
26 | O=C1CCCc2nc(N3CCc4ccccc43)ncc21 | 7.1e-08M* | 11% | -9% | -3% | u | 20% | -3% | 5% | 1.8% | 0.7% | 12%
27 | O=c1c[n+](CCCC[n+]2cc(=O)o[nH]2)[nH]o1 | i | x | -5%[11.5 µM] | 0%[11.5 µM] | 2%[11.4 µM] | 5%[7.6 µM] | -2%[11.5 µM] | 6%[11.4 µM] | -2.3%[15.4 µM] | 0.8%[15.4 µM] | 5%[11.4 µM]
28 | COc1ccc(N(CC(=O)Nc2ccc(OC)c(Cl)c2)S(=O)(=O)c2c(C)noc2C)cc1 | i | -16% | 17% | 1% | -1% | u | -3% | 92% | 0.2% | 1.8% | 20%
29 | CCCn1c(-c2ccc(F)cc2)nc2c(NC3CC4CCC(C3)N4C)nc(C)nc21 (stereo unspecified) | x | x | 15% | -3% | x | -2% | 3% | 27% | 0.5% | 0.2% | u
30 | CCc1cc2c(N[C@@H](C)C(=O)O)ncnc2s1 | i | -4% | 2% | -1% | 0% | -3% | -1% | -27% | -0.7% | -1.0% | 8%
31 | O=C(COC(=O)C12CC3CC(CC(O)(C3)C1)C2)Nc1ccccc1OC(F)F | i | 5% | 1% | 0% | -21% | 6% | 3% | -15% | -0.3% | -0.9% | 0%
32 | COc1cccc(-n2c(Cc3cc(=O)[nH]c(=O)[nH]3)nnc2SCC(=O)Nc2ccccc2)c1 | x | x | 7% | -2% | 3% | 0% | 0% | -5% | -4.4% | -0.1% | 7%
33 | CC(C)CN1CC2(CCN(C(=O)c3csnn3)CC2)C1 | i | 33%[activator] | 7% | -4% | 0%[11.4 µM] | -3% | -5% | -5% | 0.5% | -1.1% | 14%
34 | O=C(CCNS(=O)(=O)c1ccccc1F)NCc1ccc2c(c1)OCO2 | i | -2% | -3% | 0% | 1% | -9% | 1% | 2% | -1.1% | 0.2% | u
35 | CCOc1ccc(Nc2oc(-c3cccs3)nc2C#N)cc1 | 7.9e-08M* | 5% | -7% | -1% | 1% | 13µM* | -3% | -1% | 3.0% | 1.6% | 27%
36 | CCC(=O)c1ccc(OCC(O)CN2CCN(S(=O)(=O)N3CCCCC3)CC2)cc1 (stereo unspecified) | i | 7% | u | -3% | 0% | -7% | 0% | 44% | -1.2% | -1.1% | u
37 | O=C(c1ccc(NC2=NC3CS(=O)(=O)CC3S2)cc1)N1CCc2ccccc2C1 (stereo unspecified) | x | x | x | 0% | 0% | -3% | -1% | 10% | -0.4% | -0.8% | -2%
38 | Cc1ccc(C)c(NC(=O)CCN2CCOCC2)c1 | i | -8% | 5% | -2% | -1% | 3% | -2% | 9% | -3.1% | -0.6% | -1%
39 | C=CCc1cccc2cc(C(=O)N3CCN(C(=O)c4ccco4)CC3)c(=O)oc12 | u | 11% | -7% | 0% | -1% | -4% | -1% | -1% | -0.8% | 0.6% | 3%
40 | CCOc1cc(S(=O)(=O)NCCc2cccc(C)c2)c(OCC)cc1-n1cnnn1 | i | x | -6% | -1% | -1% | 9% | -2% | -3% | -2.2% | -2.1% | 17%
